# Fluorescein autfl: compound fluoresces in the fluorescein spectral region; Compound autofluorescence, 480/540 nm, fluorescein-equivalent; stronger effect = higher value; max fluorescein-equivalent concentration, M; actives 0.91% (n = 59,000); in the data active = max fluorescein-equivalent concentration above about 10 nM; inconclusive = between about 1.1 nM and that limit
#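 Normalized response (dye-equivalent concentration) derives from comparing each well's 540 nm emission, under 480 nm excitation, with plate-resident fluorescein standards. Compounds were held in 100 mM Tris, pH 8.0, for 15 min at room temperature.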
# FLuc inh: blocks Photinus pyralis firefly luciferase activity; P08659; purified firefly luciferase, luminescence, 8 min; Potency, µM (highest dose often 57.1 µM), without a hit: top-dose activity change, negative = inhibition, usual class: inhibitors; actives 2.2% (n = 72,000); note: potency is the fitted concentration of half-maximal effect; % is set by controls: 0 for no effect and ±100 for the full control effect; nearly all actives have a fitted effect of over 40% in size
# Target sequence (P08659 whole entry, looked up): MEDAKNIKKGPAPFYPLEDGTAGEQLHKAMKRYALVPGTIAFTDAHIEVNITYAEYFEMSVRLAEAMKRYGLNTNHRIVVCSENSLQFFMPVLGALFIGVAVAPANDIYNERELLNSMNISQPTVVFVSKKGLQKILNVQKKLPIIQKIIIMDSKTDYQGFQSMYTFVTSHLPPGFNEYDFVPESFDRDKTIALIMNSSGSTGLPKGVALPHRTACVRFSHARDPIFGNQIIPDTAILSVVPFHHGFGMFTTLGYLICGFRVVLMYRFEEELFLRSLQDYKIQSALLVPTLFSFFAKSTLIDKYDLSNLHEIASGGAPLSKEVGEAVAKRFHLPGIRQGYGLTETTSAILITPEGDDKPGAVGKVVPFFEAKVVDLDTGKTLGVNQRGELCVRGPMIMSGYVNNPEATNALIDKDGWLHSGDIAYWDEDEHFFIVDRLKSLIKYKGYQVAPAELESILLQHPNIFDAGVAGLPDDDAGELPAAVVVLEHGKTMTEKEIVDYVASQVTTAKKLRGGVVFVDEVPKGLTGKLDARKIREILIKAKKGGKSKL
#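 Titration-based qHTS; buffer 50 mM imidazole pH 7.2, 50 mM KCl, 7 mM MgCl2, 10 uM ATP, 0.01% Tween 20, 0.05% BSA; luciferase/luciferin detector mix added after compound; 8 min, ambient; luminescence.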
# Casp7 inh: allosteric or competitive inhibitors of human caspase-7; P55210; recombinant caspase-7, Ac-DEVD-AFC fluorescence rate; Potency, µM (series often up to 57.5 µM), for the others: top-dose activity change, negative = inhibition, most hits filed as inhibitors; actives 0.02% (n = 75,000); AID 889; active = well fitted inhibition curve with a large enough effect in the main read-out, with a control signal flat, not every such curve was filed as active; inconclusive = small, poorly fitted or top-dose-only effect, or a change in a side signal; note: potency is the fitted concentration of half-maximal effect; % of control where 0% means no effect
# HEK293 cAMP ctrl: raises cAMP in parental HEK293 cells, TSHR agonist counter-screen; parental HEK293 CNG cAMP sensor, membrane potential fluorescence; Potency, µM (titrated, usually from 57.1 µM), inactives show at the top dose activation, most hits filed as activators; actives 2.5% (n = 73,000); AID 938; note: potency is the fitted concentration of half-maximal effect; % of control where 0% means no effect; nearly all actives have a fitted effect of over 55% in size
#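 Parental HEK 293 cells stably expressing a cAMP-gated CNG channel were loaded with membrane potential dye containing 100 uM RO 20-1724 for 60 min. Compound added for 30 min; depolarization read as fluorescence intensity at 590 nm.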
# Tau fil binding: binders of human tau filaments; Potency, µM (doses to about 57.1 µM), for the others: top-dose activity change, negative = inhibition; actives 2% (n = 71,000); recombinant tau filaments, thioflavin S fluorescence, 15 h; filaments grown with octadecylsulfate alongside compound; P10636; AID 596;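 note: potency is the fitted concentration of half-maximal effect; % is set by controls: 0 for no effect and ±100 for the full control effect; actives lower thioflavin S fluorescence by blocking filaments or displacing dye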
#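 His-tagged recombinant human tau (exons 2, 3, 10; 1 uM final) fibrillized with 30 uM sodium octadecylsulfate, 15 h at 37 C, in pH 7.4 HEPES buffer with 10 uM thioflavine S and 5 mM DTT. Reduced ThS fluorescence (450/510 nm) marks activity.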
# USP2a inhib: inhibitors of human ubiquitin-specific protease USP2a | O75604 | actives 0.1% (n = 60,000) | USP2a enzymatic assay, qHTS inhibition | Potency, µM (series often up to 38.3 µM), inactives show at the highest dose activity change, negative = inhibition, hits mostly inhibitors | AID 927;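 note: potency is the fitted concentration of half-maximal effect; nearly all actives have a fitted effect of over 60% in size; plate controls were DMSO for no effect and NEM full inhibition control for full effect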
#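 USP2 core (20nM final) preincubated 30 min RT with compound, then Ub-PLA2 20nM and NBD C6-HPC 20uM final added; buffer 20mM Tris-HCl pH 8.0, 2mM CaCl2. Fluorescence Ex 460/Em 535 read at 0 and 2.5 h; normalized to NEM.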
# Casp1 inh: allosteric or competitive inhibitors of human caspase-1 | actives 0.03% (n = 75,000) | AID 900 | Caspase-1 enzyme, Ac-WEHD-AFC fluorogenic rate | Potency, µM (titrated, usually from 57.5 µM), for inactives: top-dose activity change, negative = inhibition, usual class: inhibitors | P29466;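 note: potency is the fitted concentration of half-maximal effect; plate controls were vehicle for no effect and no substrate for full effect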
# Target sequence (P29466 120-297 limits assumed): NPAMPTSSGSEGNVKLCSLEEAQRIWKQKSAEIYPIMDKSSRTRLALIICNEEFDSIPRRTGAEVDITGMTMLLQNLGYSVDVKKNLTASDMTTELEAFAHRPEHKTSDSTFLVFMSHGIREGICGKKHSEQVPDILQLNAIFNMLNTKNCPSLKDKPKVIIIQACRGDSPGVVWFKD
# Target sequence (P29466 317-404 limits assumed): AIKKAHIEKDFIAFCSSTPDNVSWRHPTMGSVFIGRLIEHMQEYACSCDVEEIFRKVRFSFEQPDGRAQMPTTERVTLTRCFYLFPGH
# ERK AVP block: inhibitors of vasopressin-stimulated ERK signaling pathway | actives 0.99% (n = 72,000) | HEK293-V1b, vasopressin-stimulated pERK AlphaScreen | AID 995 | Potency, µM (top dose mostly 57.5 µM), for the others: at the top dose activity, negative = inhibition, hits mostly inhibitors; note: potency is the fitted concentration of half-maximal effect; % is set by controls: 0 for no effect and ±100 for the full control effect; nearly all actives have a fitted effect of over 55% in size
#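 Overnight-seeded V1b-HEK293 cells in 1% FBS got compound, then vasopressin (25 nM final, 5 min, 37C), then lysis buffer. AlphaScreen detection of phospho-ERK; activity normalized to basal and full-stimulation controls.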
# HADH2 inhib: blocks human hydroxyacyl-CoA dehydrogenase type II | AID 886 | recombinant HADH2, NADH fluorescence, beta-hydroxybutyryl-CoA | actives 3.4% (n = 73,000) | Potency, µM (top dose mostly 57.1 µM), for inactives: top-dose activity change, negative = inhibition, hits mostly inhibitors | Q99714; note: potency is the fitted concentration of half-maximal effect; % is set by controls: 0 for no effect and ±100 for the full control effect; nearly all actives have a fitted effect of over 60% in size; many of its hits are not listed in these tables
#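 NADH fluorescence (ex 360/em 450 nm) read every 30 s for 4 min; activity taken as last-minus-first time point difference. Enzyme 20 nM, NAD+ 1 mM, beta-hydroxybutyryl-CoA 90 uM, pH 9.0 Tris buffer.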
# Rhodamine autofl: compound autofluorescence in rhodamine spectral region; actives 0.05% (n = 59,000); Rhodamine-region fluorescence, 547/598 nm, Tris buffer; stronger effect = higher value; max dye-equivalent concentration, M; in the data active = max dye-equivalent concentration above about 11 nM; inconclusive = between about 1.1 nM and that limit
#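 A six-point rhodamine series on each plate calibrates the signal. Compounds sit in 100 mM Tris (pH 8.0) for 15 min at ambient temperature before imaging through 547 nm/598 nm filters.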
# Texas Red fluor: compound fluoresces in the Texas Red spectral region; Compound fluorescence, Texas Red channel, 547/618 nm; stronger effect = higher value; max dye-equivalent concentration, M; actives 0.06% (n = 59,000); in the data active = max dye-equivalent concentration above about 10 nM; inconclusive = between about 1.1 nM and that limit
#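 Texas Red-region profiling: compounds in 100 mM Tris pH 8.0 were read at 547/618 nm after 15 min at room temperature. Intensities were normalized against a six-point Texas Red standard series to give dye-equivalent concentration.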
# Numbers without * were called inactive; i = inactive; u = inconclusive; x = no result given; & = joins results of further samples; [ ] = remark or other dose. Unless noted, calls come from the whole dose curve; as a rule, active = well fitted curve in the direction sought with a large enough effect; inconclusive = small, poorly fitted or top-dose-only effect, or another doubt; inactive = no such curve, though single readings can be large; an effect the other way counts as inactive or inconclusive. An excerpt. The share of hits here may be higher or lower than overall.
SMILES,Fluorescein autfl,FLuc inh,Casp7 inh,HEK293 cAMP ctrl,Tau fil binding,USP2a inhib,Casp1 inh,ERK AVP block,HADH2 inhib,Rhodamine autofl,Texas Red fluor
O=C(NCC1CCCO1)c1cccc(NC(=O)c2ccco2)c1 (configuration not stated),i,1%,-2%,-2%,9%,-5%,-1%,-2%,2%,i,i
CO[C@H]1COC(=O)C/C=C\[C@@H](C)COC(=O)[C@@H](OCc2ccccc2)/C=C\[C@@H]1C,x,1%[11.4 µM],1%[11.5 µM],u,x,x,0%[11.5 µM],9%[11.5 µM],7%[11.4 µM],x,x
Cc1nc(NC2CCCCC2)c2nc(-c3ccccc3)n(CCN3CCCC3)c2n1,x,x,1%,u,-19%,x,1%,u,-6%,x,x
NCCS(=O)O,i,-3%&-2%,3%,u,-21%&6%,2%,-1%,13%,6%&-14%,i,u
Cc1ccc(CCNC(=O)C2CCN(S(=O)(=O)c3cccc4nonc34)CC2)cc1,u,-1%,-4%,5%,-10%,7%,-4%,5%,9%,i,i
CC1CCN(S(=O)(=O)c2ccc(Cl)cc2Br)CC1,x,1%,-2%,u,7%,-1%,-1%,29%,-1%,x,x
CC(C)(C)C(=O)OCOC(=O)[C@@H]1N2C(=O)[C@@H](N=CN3CCCCCC3)[C@H]2SC1(C)C,i,-2%[25.5 µM],0%[25.7 µM],6%[25.6 µM],-19%[25.6 µM],-3%[17.1 µM],-3%[25.7 µM],-5%[25.7 µM],-7%[25.6 µM],i,u
CC1=C(C(=O)OCC2CCCO2)C(c2ccccc2)NC(=O)N1 (configuration not stated),x,3%,1%,4%[11.4 µM],12%[11.4 µM],6%[7.66 µM],-1%,-30%,1%[11.4 µM],x,x
O=C(NCc1ccccc1)N1CCN(c2ccc(Cl)c(Cl)c2)CC1,u,2%,0%,26%,230%,-1%,0%,6%,-3%,i,i
O=C(Nc1cc(C(=O)N2CCOCC2)cc(C(=O)N2CCOCC2)c1)c1cc(F)c(F)cc1Cl,i,0%,2%,-2%,0%,3%,2%,-15%,9%,i,i
CCOC(=O)c1c(NC(=O)CSc2nnc(CNc3ccc(OC)cc3)n2C)sc(C)c1C,i,-4%,-2%,1%,-15%,149%[activator],-2%,15%,-2%,i,u
CCCCCC1=C2CNC(CC(C)C)(C(=O)OC)C=C2C(C)C1=O (configuration not stated),x,x,-11%,u,37%,x,-6%,7%,4%,x,x
Cn1cccc1Cc1nnc(SCC(=O)Nc2ccccc2F)n1-c1ccc(F)cc1,x,1%,-3%,u,-6%,x,-4%,3%,-9%,x,x
O=C(Nc1ccccc1OC(F)F)c1ccc(F)cc1,i,0%,-2%,20%,8%,-8%,0%,-1%,5%,i,i
CCCOc1ccccc1C1CC(=O)Nc2cc3c(cc21)OCO3 (configuration not stated),u,-3%,-8%,7.9µM*,-15%,-2%,-3%,16%,-5%,i,i
COCCNC(=O)C1CC(c2cccc(OC)c2)=NO1 (configuration not stated),i,-1%,0%,9%,2%,3%,-1%,17%,8%,i,i
CCOc1cc(CN2CCN(c3cccc(C(F)(F)F)c3)CC2)ccc1O,x,2%,-1%,28%,16%,3%,-2%,-6%,-6%,x,x
COc1cc(OC)c(C2=NOC(C(=O)NCc3ccc4c(c3)OCO4)C2)cc1Cl (configuration not stated),i,1%,1%,u,1%,15%,-1%,u,-12%,i,i
CC(C)OC(=O)CSc1nc2ccccc2s1,i,-8%,0%,19%,-2%,0%,0%,27%,-14%,i,i
Nc1ccn([C@H]2O[C@@H](COP(=O)(O)O)[C@@H](O)[C@H]2O)c(=O)n1,i,3%[11.4 µM],-1%[11.5 µM],-4%[11.4 µM],-2%[11.4 µM],x,2%[11.5 µM],-5%[11.5 µM],8%[11.4 µM],i,u
O=C(CNc1ccccc1)Nc1ccc(F)cc1,i,-17%,2%,-6%,-11%,-1%,0%,-5%,20%,i,i
Cc1occc1C(=O)NCc1ccccn1,i,0%,-2%,12%,8%,1%,-1%,-19%,3%,i,i
COc1cc(NC(=O)COc2cccc(OC)c2)cc(OC)c1,x,-2%,-2%,29%,6%,5%,-2%,-1%,-6%,x,x
COc1ccccc1CNc1ccnc(-c2ccccc2C(F)(F)F)n1,i,1%[2.29 µM],-5%,u,3%,5%,4%,u,u,i,i
CCOC(=O)CNC(=O)c1cc(C)oc1C,i,-2%,-5%,7%,23%,-9%,-5%,-1%,-1%,i,i
CCOC(=O)C1CCN(C(=O)CN(c2cccc(C(F)(F)F)c2)S(C)(=O)=O)CC1,i,0%,0%,18%,4%,8%,0%,11%,5%,i,i
Nn1c(SCC(=O)Nc2ccccc2F)nnc1-c1cccnc1,i,0%,-2%,13%,-17%,6%,-4%,11%,-2%,i,i
O=C(COC(=O)C1CC1)Nc1ccc(Oc2ccccc2)cc1,u,-18%,-1%,4%,-5%,-3%,-1%,22%,-3%,i,i
O=C(c1ccc(F)cc1)C1CCN(C(=O)c2ccncc2)CC1,u,0%,0%,3%,6%,4%,2%,-13%,-5%,i,u
Cc1ccc(-c2csc3nc(=O)c(C)nn23)cc1,i,3%,-1%,14%,-2%,0%,0%,12%,-7%,i,i
Nc1c(C(=O)NCc2ccccc2)nnn1Cc1ccc(F)cc1,x,1%,3%,9%,22%,x,-3%,x,1%,x,x
O=C(Nc1ccccn1)C1CCN(S(=O)(=O)c2cccc3nonc23)CC1,i,3%,-2%,0%,-3%,-7%,-1%,-29%,-6%,i,i
Cc1cc(C)nc(NC2=NC3CCCCC3N2)n1 (configuration not stated),i,-4%,0%,8%,24%,4%,0%,-8%,7%,i,i
CCN(C1CCCCC1)S(=O)(=O)c1ccc(OC)c(C)c1,u,0%,-3%,29%,-7%,-6%,-1%,-5%,-3%,i,u
CC(OC(=O)c1ccccc1NCc1ccco1)C(=O)Nc1ncc(Cl)cc1Cl (configuration not stated),i,3%,-10%,u,128%,6%,-10%,19%,u,i,i
CC(Sc1nc(-c2ccccc2)cc(C(F)(F)F)n1)C(=O)NCCN1CCOCC1 (configuration not stated),i,3%,1%,u,-13%,10%,1%,-6%,10%,i,i
CCOc1ccc(-c2cc(CCCC(=O)Nc3cccc(OC)c3)no2)cc1,x,-29%,-2%,29%,115%,x,-6%,u,-2%,x,x
COc1ccc(CCNC(=O)Cn2c(-c3nonc3N)nc3ccccc32)cc1OC,u,0%,1%,u,-20%,26%,-1%,4%,2%,i,i
Cc1cccc(N2CCN(C(=O)c3cc4ccccc4oc3=O)CC2)c1C,x,-1%,-2%,15%,9%,x,-1%,x,2%,x,x
COc1cc(C2=NOC(C(=O)N3CCOCC3)C2)cc(OC)c1OC (configuration not stated),i,1%,-1%,24%,2%,4%,0%,20%,10%,i,i
O=C(C1CC1)N1CCc2cc(S(=O)(=O)NCCC3=CCCCC3)ccc21,i,4%,-3%,u,12%,6%,-3%,-4%,1%,i,i
CC1CCCCN1CCNC(=O)c1cc2c(=O)n(C)c3ccccc3c2n1C (configuration not stated),x,0%,-4%,10%,275%,x,-5%,-11%,u,x,x
CCCCC(CC)CN (configuration not stated),x,x,1%&0%,13%&7%,-2%&-4%,x,0%&2%,6%&10%,11%&-1%,x,x
O=c1c2ccccc2nc2c3ccccc3c3nncn3n12,u,2%,-2%,-2%,-1%,3%,3%,1%,-1%,i,u
CC1Cc2cc(C(=O)O)ccc2O1 (configuration not stated),i,-30%,-1%,12%,-10%,-2%,0%,9%,6%,i,i
CC(C)OC(=O)CN1C(=O)C(C)(C)Oc2ccc(C(=O)NC(C)(C)C)cc21,i,1%,1%,12%,-4%,32%[activator],1%,-24%,9%,i,i
C#CCOC(=O)c1ccccc1C(=O)n1nnc2ccccc21,u,-6%,-4%,4%,9%,-12%,0%,1%,u,i,i
O=C(Nc1ccccc1)OCc1ccccn1,i,-14%,-1%,2%,2%,0%,2%,0%,16%,i,u

# Compound profiles (already shown). Order of screens: Fluorescein autfl, FLuc inh, Casp7 inh, HEK293 cAMP ctrl, Tau fil binding, USP2a inhib, Casp1 inh, ERK AVP block, HADH2 inhib, Rhodamine autofl, Texas Red fluor
# Record of COc1ccccc1CNc1ccnc(-c2ccccc2C(F)(F)F)n1 : i, 1%[2.29 µM], -5%, u, 3%, 5%, 4%, u, u, i, i
# Record of O=C(NCc1ccccc1)N1CCN(c2ccc(Cl)c(Cl)c2)CC1 : u, 2%, 0%, 26%, 230%, -1%, 0%, 6%, -3%, i, i

# From PubChem
